Screening data deposited in PubChem BioAssay by Broad Institute.
ERAP1 inh – ERAP1 (human) enzyme inhibition; actives 0.15% (n = 340,000); inhibition, % at 10.7 µM; recombinant ERAP1, Leu-AMC fluorescence, 60 min; Q9NZ08;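 active = mean replicate inhibition of at least 30%, or all replicates individually reaching that 30% level; inactive = mean below 30% and not every replicate reaching it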;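 note: 0% = neutral control wells and 100% = L-leucinethiol positive control wells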
Cneo AK release – Cryptococcus neoformans lysis via adenylate kinase release; lysis activity, % at 15 µM; C. neoformans lysis, adenylate kinase release luminescence, 4 h; normalised: neutral wells 0, clomiphene wells 100; actives 0.2% (n = 360,000);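 active = mean lysis activity across replicates of at least 80%, whatever share of replicates individually reach that level; inactive = mean lysis activity below 80%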
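Assay system: Cryptococcus neoformans yeast cells / Dosing: single-point compound dose / Timing: 4 h at 37 °C static, read 1 h later / Measured by: luminescence of released adenylate kinase using an AK detection reagent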
SIRT5 inh – blocks human SIRT5 desuccinylation of peptide; Q9NXA8; inhibition, % at 15 µM; Purified SirT5, succinyl-peptide AMC, trypsin-coupled fluorescence; AID 652115; actives 1.1% (n = 330,000); in the data active = inhibition above about 15%; inconclusive = no clear call, values can overlap the other calls
Target sequence (Q9NXA8 whole entry, looked up): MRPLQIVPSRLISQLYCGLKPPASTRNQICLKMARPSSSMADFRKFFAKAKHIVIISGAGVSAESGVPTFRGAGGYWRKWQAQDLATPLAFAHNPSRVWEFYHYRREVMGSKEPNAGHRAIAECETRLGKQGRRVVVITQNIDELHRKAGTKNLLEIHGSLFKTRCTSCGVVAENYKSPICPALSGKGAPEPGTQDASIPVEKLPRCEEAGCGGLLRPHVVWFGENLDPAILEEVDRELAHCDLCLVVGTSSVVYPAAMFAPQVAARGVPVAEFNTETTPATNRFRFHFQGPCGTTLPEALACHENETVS
LGR2 antag – inhibitors of bursicon-induced Drosophila LGR2 receptor cAMP signaling. HEK293 LGR2, CRE-luciferase, bursicon-stimulated, 4 h. inhibition, % at 9.99 µM. actives 0.35% (n = 380,000). AID 720647;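 active = drop in luminescence signal, shown as inhibition above about 50% in the replicate tests, limit read from the data, passing the limit was not always enough; inconclusive = probably only some replicates passing the limit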;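 note: agonist challenge used bursicon conditioned medium at about half maximal strength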
Statin myotox sup – suppression of simvastatin myotoxicity | C2C12 myotubes + simvastatin, ATP luminescence, 48 h; scaled: DMSO 0, geranylgeraniol control 100 | actives 0.78% (n = 330,000) | AID 602340 | rescue of ATP level, % at 7.49 µM;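 active = mean ATP rescue above about 67%, or every replicate alone reaching that limit, limit read from the data, passing the limit was not always enough; inconclusive = no clear call, values can overlap the other calls; inactive = mean under the limit and some replicate under it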;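 note: myotubes were challenged with 10 µM simvastatin during compound exposure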
PGC1a acetyl inh – PGC1a acetylation modulation, inhibitor mode; U2OS PGC1a acetylation, AlphaScreen anti-acetyl-lysine; with virally co-expressed GCN5 acetyltransferase; inhibition, % at 15.6 µM; actives 0.17% (n = 350,000); AID 651687;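 active = every replicate shows inhibition of at least 40%; inconclusive = mean inhibition at least 40% but some replicate below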;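 note: 0% = neutral control wells and 100% = positive control wells; some results beyond the cut were filed as inactive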
XiGFP reactiv – X-chromosome reactivation activator | XiGFP mouse fibroblasts, % GFP-positive cells imaging, 3 d; cells co-treated with 5-aza-dC sensitizer; scaled so ellipticine positive control = 100% | actives 0.055% (n = 360,000) | activation, % at 7.58 µM | AID 743238;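 active = mean normalized replicate activation at least 10% and every replicate at or above 10%; inconclusive = only one of the two criteria met; inactive = mean below 10% and not all replicates reach 10%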;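 note: 0% = median of on-plate neutral control wells and 100% = ellipticine 6 µM median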
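Assay system – SV40-immortalized XiGFP fibroblast cells, line 68-5-11 · Buffer or medium – DMEM supplemented with 5-aza-dC as sensitizing agent · Dosing – one concentration, pinned · Benchmarks – positive control ellipticine, 6 µM final · Times – 3 days compound exposure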
S100A4 inh HTS – S100A4-myosin IIA interaction inhibition. P26447. S100A4/TAMRA-MyoIIA peptide fluorescence polarization. inhibition, % at 10.7 µM. actives 0.14% (n = 360,000). AID 652163;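 active = mean inhibition of at least 70% across replicates, with every replicate also reaching that level; inconclusive = mean inhibition reaches 70% but some replicates fall short; inactive = mean inhibition below 70%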
Target sequence (P26447 whole entry, looked up): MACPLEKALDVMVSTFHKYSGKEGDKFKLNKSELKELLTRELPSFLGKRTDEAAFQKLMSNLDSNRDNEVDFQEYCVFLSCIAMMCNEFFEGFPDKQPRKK
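System – human S100A4 monomer protein, biochemical binding assay · Buffer or medium – Calcium-containing HEPES buffer, pH 7.2 · Timing – 5 min between mix addition and reading · Also added – TAMRA-labelled myosin IIA heavy-chain peptide probe, 5 nM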
An asterisk follows results filed as active; ? = inconclusive; · = not tested or not shown.

SMILES	ERAP1 inh	Cneo AK release	SIRT5 inh	LGR2 antag	Statin myotox sup	PGC1a acetyl inh	XiGFP reactiv	S100A4 inh HTS
Cc1ccccc1CN1C(=O)CN(S(C)(=O)=O)CC1(C)C(=O)Nc1c(C)cccc1C (stereo unspecified)	-1	·	-2	-2	·	·	-0.1	-7
Nn1c(SCC(=O)Nc2ccc3c(c2)OCO3)nncc1=O	3	-1	4	-17	·	-5	0.1	1
COc1ccccc1C(CC(=O)Nc1ccc(C)c(C)c1)c1ccc(OC(C)C)cc1 (stereo unspecified)	-4	·	-4	-3	·	-13	0.3	-2
CN1CCN(CC(O)COc2ccc(C(=O)O)cc2)CC1 (stereo unspecified)	0	3	0	·	-5	39	0.0	-11
CC=Cc1ccc2n(c1=O)C[C@@H]1[C@@H](CO)[C@H](C(=O)NCc3ccccc3F)N(CCC)[C@H]21 (mixture of isomers)	0	-4	9	4	3	·	0.3	7
COc1ccccc1NC(=O)c1ccc(NS(=O)(=O)c2cccc3cccnc23)cc1	-5	4	2	-13	·	·	0.0	0
CCOc1ccc(NC(=O)COC(=O)CSCC(=O)Nc2ccc(C)cc2C)cc1	2	-2	2	8	4	·	-0.1	-6
Cn1cc(CN2CCc3ccccc3C2)c2ccccc21	-2	·	-1	-1	15	-2	·	2
CCOC(=O)C1=CC[C@@H](c2cccc(Br)c2)N(S(=O)(=O)c2ccc(F)cc2)[C@H]1c1cccc(Cl)c1	-3	·	·	17	·	·	-0.2	1
O=C(N[C@H]1CC[C@H](CCn2cc(-c3ccccn3)nn2)O[C@H]1CO)c1cccnc1	-3	-2	1	3	1	-2	-0.4	-4
Cc1ccc(-c2nc(CN(CC3CCC3)CC3CCCO3)c(C)o2)s1 (stereo unspecified)	-1	2	-6	-30	-16	-17	0.0	-2
O=C(NCC[C@@H]1CC[C@H](NC(=O)C2CCCC2)[C@H](CO)O1)c1cc(Cl)cc(Cl)c1	-1	-1	3	-4	-2	-8	0.4	-54
Cc1c2c(n3c(nc4ccccc43)c1C#N)N(CCN(C)C)CC2	31*	·	-42	-20	·	·	0.0	-5
COc1ccc(S(=O)(=O)Nc2ccc3c(c2)C(=O)N([C@H](C)CO)C[C@H](C)[C@@H](CN(C)C(=O)Nc2ccccc2)OCCCC[C@H](C)O3)cc1	·	4	·	0	·	-13	0.4	·
COc1ccc(OC)c(C2C3=C(CCCC3=O)Nc3nnnn32)c1 (stereo unspecified)	·	0	·	-20	·	-7	0.0	·
Cc1cc(C(=O)OCC(=O)Nc2ccc(F)cc2[N+](=O)[O-])c2ccccc2n1	-2	-10	3	·	·	·	0.0	-2
CS(=O)(=O)N1CCC(Oc2ccccc2C(=O)NC2CCOC2)CC1 (stereo unspecified)	-1	·	-1	24	·	-11	0.3	-4
CCC(C)NC(=O)[C@H]1N2C(=O)c3c(ccc(OC)c3OC)C2SC1(C)C (stereo partly specified)	1	1	-1	-4	4	0	0.0	-6
COc1ccccc1S(=O)(=O)N[C@@H]1C=C[C@H](CC(=O)N2CCN(C)CC2)O[C@H]1CO	2	-3	-7	15	-1	6	-0.3	20
NNC(=O)c1oc2ccccc2c1-n1cccc1	0	2	1	0	-6	-5	0.1	0
COc1ccc(-n2nc(C(=O)NCC(=O)NCCc3ccc(OC)c(OC)c3)c3ccccc3c2=O)cc1Cl	0	3	0	5	-2	-8	0.1	24
COc1ccc(S(=O)(=O)Nc2cccc3c2O[C@@H](CN(C)Cc2ccc(Oc4ccccc4)cc2)[C@H](C)CN([C@@H](C)CO)C3=O)cc1	1	-1	1	-9	-2	-2	0.0	-12
Clc1ccc(/C=C/c2ncc3ccccn23)cc1	-2	·	-3	-21	·	-4	0.0	-8
Cc1ccc(S(=O)(=O)Nc2ccc3c(c2)C(=O)N([C@H](C)CO)C[C@H](C)[C@H](CN(C)S(=O)(=O)c2ccc(C)cc2)OCCCC[C@@H](C)O3)cc1	-5	66	2	11	·	1	0.2	-4
CCNc1nc(NCC)n2c(SCc3ccc(F)cc3)nnc2n1	·	0	·	15	7	8	·	·
C[C@@H]1CN([C@H](C)CO)C(=O)CCCn2cc(nn2)CO[C@@H]1CN(C)S(C)(=O)=O	-3	-8	-2	-8	-2	5	0.9	-10
Cc1cc(OC(C)C(=O)NCCN2CCOCC2)c2c(C)cc(=O)oc2c1 (stereo unspecified)	1	-1	-11	-4	12	-1	0.0	-6
O=S(=O)(Cc1ccccc1)N1CCCCN2[C@@H](CO)[C@@H](c3ccc(-c4cccnc4)cc3)[C@@H]2C1	-2	0	-19	-10	-32	5	0.2	4
CCn1cnc2sc(C(=O)Oc3cccc(C)c3)c(C)c2c1=O	8	0	-2	-108	1	9	0.3	-6
O=C(Nc1cccc(Cl)c1)N1C[C@@H]2[C@H](c3ccccc31)[C@@H](CO)N2C(=O)C1CC1	-3	-5	1	-22	10	3	0.0	-8
COc1ccc2c(c1)nc(SCC(=O)c1cccs1)n2C	5	-4	-2	-15	14	9	·	-11
CC(C)C(NC(=O)c1ccc(C(C)(C)C)cc1)C(=O)OCC(=O)NC(=O)Cc1ccccc1 (stereo unspecified)	0	0	0	-1	6	·	0.3	-5
FC(F)(F)C(F)(F)c1nnc2ccc(-n3ccnc3)nn12	-2	0	-3	13	-6	-6	-0.1	-5
Cc1cccc(CC(=O)NCCN2CCOCC2)c1	-5	0	-1	6	2	1	0.3	0
Cc1ccc(C)c(C(=O)COC(=O)c2c(-c3ccccc3)noc2C)c1	3	·	-3	9	-2	·	0.3	16
Cc1noc(C)c1NC(=O)Nc1ccc2c(c1)CC(=O)N([C@H](C)CO)C[C@H](C)[C@@H](CN(C)Cc1ccc(C(=O)Nc3ccccc3N)cc1)O2	0	1	4	-6	-42	-4	-0.8	-2
CCc1c(-c2cccc(Br)c2)ncn1CCc1ccccc1OC	3	·	·	10	·	·	0.1	-11
O=C(C[C@@H]1C=C[C@@H](NC(=O)c2cccc(F)c2)[C@H](CO)O1)Nc1nccs1	-4	31	3	12	-4	1	0.0	6
COCCCNC(=O)Cc1c(C)c2c(cc(C)c3c(C)c(C)oc32)oc1=O	-2	0	-8	-4	-8	·	0.2	-2
Cc1ccc(S(=O)(=O)N(C)C[C@@H]2Oc3cc(C4=CCCC4)ccc3S(=O)(=O)N([C@@H](C)CO)C[C@H]2C)cc1	0	-2	5	0	-143	-2	-0.2	?
CCC(C)C(=O)Nc1ccc(S(=O)(=O)Nc2nccs2)cc1 (stereo unspecified)	-2	0	0	-7	12	·	0.1	0
CCCNC(=O)N1C[C@@H](C)[C@H](OC)CN(C)C(=O)c2ccc(NC(=O)CCC)cc2OC[C@H]1C	2	-2	·	-1	-6	-8	0.2	27
CN(C)Cc1cn(CC[C@H]2CC[C@@H](NC(=O)Nc3ccc4c(c3)OCO4)[C@H](CO)O2)nn1	-2	-1	-2	-20	-3	2	0.6	6
O=C(c1nn2c(C(F)(F)F)cc(-c3ccccc3)nc2c1Cl)N1CCN2CCCC2C1 (stereo unspecified)	-2	4	-11	-11	-12	-5	0.0	-4
COc1ccc(CN(C(=O)/C=C/c2ccco2)C2CCS(=O)(=O)C2)cc1OC (stereo unspecified)	2	1	2	5	-2	8	0.2	-1

Entries of single compounds from above. Screens in order: ERAP1 inh | Cneo AK release | SIRT5 inh | LGR2 antag | Statin myotox sup | PGC1a acetyl inh | XiGFP reactiv | S100A4 inh HTS
O=C(C[C@@H]1C=C[C@@H](NC(=O)c2cccc(F)c2)[C@H](CO)O1)Nc1nccs1 is listed with -4 | 31 | 3 | 12 | -4 | 1 | 0.0 | 6
COc1ccc(CN(C(=O)/C=C/c2ccco2)C2CCS(=O)(=O)C2)cc1OC (stereo unspecified) is listed with 2 | 1 | 2 | 5 | -2 | 8 | 0.2 | -1
COc1ccc(S(=O)(=O)Nc2ccc3c(c2)C(=O)N([C@H](C)CO)C[C@H](C)[C@@H](CN(C)C(=O)Nc2ccccc2)OCCCC[C@H](C)O3)cc1 is listed with · | 4 | · | 0 | · | -13 | 0.4 | ·
O=C(Nc1cccc(Cl)c1)N1C[C@@H]2[C@H](c3ccccc31)[C@@H](CO)N2C(=O)C1CC1 is listed with -3 | -5 | 1 | -22 | 10 | 3 | 0.0 | -8

Further structures follow:
SMILES	ERAP1 inh	Cneo AK release	SIRT5 inh	LGR2 antag	Statin myotox sup	PGC1a acetyl inh	XiGFP reactiv	S100A4 inh HTS
C[C@H]1CN([C@@H](C)CO)S(=O)(=O)c2ccc(-c3ccccc3)cc2O[C@@H]1CN(C)Cc1cccc(F)c1	-4	8	3	3	-46	48*	-1.3	9
CC1(C)CC(=O)C(C2C3=C(CC(C)(C)CC3=O)OC3=C2C(=O)CC(C)(C)C3)=C(O)C1	-1	·	-3	2	·	-3	0.1	-5
COc1ccc(-c2n[nH]c(=S)n2-c2ccccc2C)cc1OC	6	10	14	2	4	10	0.1	3
CCc1ccc(NC(=O)Cn2c(=O)c3cccn3c3ccccc32)cc1	-3	0	14	12	19	·	0.0	-1
CO[C@H]1CN(C)C(=O)c2cc(NC(=O)c3cc(C)on3)ccc2OC[C@H](C)N(C(C)=O)C[C@H]1C	1	2	2	1	5	6	0.1	7
COc1cccc2c(SCC(=O)N/N=C/c3ccc(O)cc3O)cc(C)nc12	-2	·	0	29	-3	-13	0.0	1
O=C(O)CCCC(=O)Nc1cccc(C(=O)Nc2ccccc2C(=O)O)c1	2	-4	·	-9	8	1	0.2	0
CCCCCCn1c(=O)n2n(c1=O)[C@@H]1CN(S(=O)(=O)c3ccc(C)cc3)C[C@]1(O)[C@@H](OC(=O)NCc1ccco1)C2	3	-2	5	-11	13	-6	-0.1	-14
CCOC(=O)[C@@H]1CCNC[C@@H]1c1ccccc1	·	0	·	0	-7	10	·	·
NC(=O)Cn1c(=O)n(-c2ccccc2)c(=O)c2oc3ccccc3c21	·	·	-3	16	·	11	-0.1	-35
O=C1Nc2cc(C(=O)N3CCC(N4CCCCC4)CC3)ccc2S/C1=C\c1ccccc1	0	-13	1	3	9	5	0.2	-6
C/C(=N\NC(=S)Nc1ccccc1)C1Cc2ccccc2C(=O)O1 (stereo unspecified)	·	-1	1	2	·	-1	0.0	-8
c1ccc(Cn2ccnc2SCc2nnc(-c3ccccc3)o2)cc1	-1	0	-2	-1	3	-19	·	-5
Cc1nn(CC(C)C)c(Cl)c1C(=O)N(C)CC(=O)Nc1c(Cl)cccc1Cl	0	0	-3	-3	3	-6	0.0	1
CC(C)(C)NC(=O)CN(C(=O)c1snc(C(=O)NC2CCCCC2)c1N)c1ccccc1F	9	1	-4	21	-11	-26	0.0	-5
CN1CCN(S(=O)(=O)c2cccc(C(=O)NCCOc3ccccc3)c2)CC1	-2	0	-5	3	13	-14	0.0	1
C[C@@H]1CN([C@@H](C)CO)C(=O)c2cc(NS(=O)(=O)c3cccs3)ccc2O[C@H]1CN(C)C	2	-3	0	-5	7	9	0.1	-18
Cc1cc(SCC(=O)NN)c2cc(Br)ccc2n1	·	-2	-1	-4	2	2	0.2	-1
Cc1nnc(SCC2=C(C(=O)O)N3C(=O)C(NC(=O)Cn4nc(C(F)F)c(Cl)c4C)C3SC2)s1 (stereo unspecified)	2	4	-4	27	-6	·	0.0	-1
COc1ccc(CCN2C(=O)CSC2=S)cc1OC	0	-4	-3	6	3	·	0.1	22
CSc1nc(N(C)C)nc(N(C)C#N)n1	2	·	1	9	·	10	0.0	-1

Only part of the results is shown; the hit share may differ from the screen's.
